# Bioassay records from PubChem.
# GLS inhibitor: inhibitors of human glutaminase (GLS). O94925. GLS enzymatic activity, qHTS titration. Potency, µM (highest dose often 45.5 µM), without a hit: at the highest dose activity change, negative = inhibition, usual class: inhibitors. 410,000 tested, 0.21% active; further: on the % scale 0 is the no-effect control and ±100 the full control effect
#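 Enzyme dispensed in phosphate buffer (45 mM, pH 8.2, 0.02% Tween-20), compounds pinned in, then 1 mM L-glutamine solution and the glutamate oxidase–HRP–Amplex Red mix added; fluorescence read immediately and again after 30 min at room temperature.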
# RGS4 inhibitor: inhibitors of human regulator of G protein signaling 4. P49798. Transcreener GDP fluorescence polarization, RGS4-accelerated GTP hydrolysis. Potency, µM (series often up to 114 µM), for the others: top-dose activity change, negative = inhibition, actives largely listed as inhibitors. 390,000 tested, 0.039% active; further: on the % scale 0 is the no-effect control and ±100 the full control effect; nearly all actives have a fitted effect of over 75% in size; some results filed as inactive show a strong effect at the top dose
# Target sequence (P49798 whole entry, looked up): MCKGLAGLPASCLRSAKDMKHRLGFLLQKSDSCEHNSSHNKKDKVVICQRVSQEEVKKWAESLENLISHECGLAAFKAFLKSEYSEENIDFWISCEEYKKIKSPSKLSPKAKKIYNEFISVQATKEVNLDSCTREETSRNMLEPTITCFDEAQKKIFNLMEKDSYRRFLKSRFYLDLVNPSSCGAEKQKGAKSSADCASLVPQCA
#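 MLSMR compounds (23 nl, pin-transferred) preincubated 10 min at room temperature with a 500nM (2x) first reagent, then RGS4 at 900nM (2x) plus Transcreener GDP mix added; fluorescence polarization (620/688 nm) read before and after 90 min at 30 °C.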
# Pin1 inh: inhibitors of human Pin1; 390,000 tested, 0.009% active; Q13526; Pin1 FP peptide displacement, HiFluor488, 10 min; Potency, µM (doses to about 115 µM), without a hit: top-dose activity, negative = inhibition, usual class: inhibitors; active means well fitted inhibition curve with a large enough effect in the polarisation, with a control signal flat, not every such curve was filed as active; inconclusive means small, poorly fitted or top-dose-only effect, or effect the other way, or a change in a side signal; inactive means no such curve, though single readings can be large or run the other way; the % refers to the polarisation; further: on the % scale 0 is the no-effect control and ±100 the full control effect
# Target sequence (Q13526 whole entry, looked up): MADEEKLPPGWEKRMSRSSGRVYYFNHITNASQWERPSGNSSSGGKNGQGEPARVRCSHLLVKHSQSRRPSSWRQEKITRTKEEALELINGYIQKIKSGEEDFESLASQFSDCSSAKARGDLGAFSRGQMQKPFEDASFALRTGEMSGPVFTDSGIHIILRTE
# TrxR1 inh: blocks rat thioredoxin reductase 1. recombinant rTrxR1, NADPH fluorescence consumption, selenite substrate. Potency, µM (highest dose often 114 µM), without a hit: top-dose activity change, negative = inhibition, most hits filed as inhibitors. 390,000 tested, 1% active. AID 588453; further: on the % scale 0 is the no-effect control and ±100 the full control effect; nearly all actives have a fitted effect of over 65% in size
#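 Rat TrxR1 (90 nM in the dispensed reagent) was pre-reduced with 400 uM NADPH for 5 min at room temperature, then incubated with compound for 15 min. After 400 uM selenite was added, NADPH fluorescence (Ex 340/Em 450 nm) was followed for 8 min.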
# ERG Ets-DNA blk: blocks human ERG Ets domain binding to DNA | P11308 | fluorescence polarization, His-ERG Ets domain / labelled DNA | Potency, µM (top dose mostly 76.9 µM), without a hit: at the top dose FP activity, negative = inhibition, hits mostly inhibitors | 370,000 tested, 0.028% active; active means well fitted inhibition curve with a large enough effect in the polarisation, with a control signal flat; inconclusive means small, poorly fitted or top-dose-only effect, or effect the other way, or a change in a side signal; inactive means no such curve, though single readings can be large or run the other way; the % refers to the polarisation;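 further: polarization taken with two DNA probes labelled with fluorescein and Texas red; % of control where 0% means no effect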
#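 His-tagged ERG Ets domain (1 uM in the protein solution; 300mM KCl, 50mM Tris-HCl, 1mM EDTA, 1mM DTT, pH 7.5) received compound, then a probe mix of 5 nM fluorescein-DNA and 100nM Texas-615-DNA. Fluorescence polarization was read for both dyes.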
# HP1b binding inh: blocks HP1-beta chromodomain binding to methylated histone tails; AID 540317; Potency, µM (series often up to 114 µM), without a hit: top-dose activity change, negative = inhibition, usual class: inhibitors; 390,000 tested, 0.56% active; AlphaScreen HP1-beta / biotin-H3K9me3 peptide binding; further: nearly all actives have a fitted effect of over 70% in size; inactives centre near 23
#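 HP1-beta protein (50 nM final) preincubated 30 min at room temperature with biotinylated H3(1-18)K9me3 peptide (50 nM) in PBS pH 7.4, 0.01% Tween-20, then compound added for 30 min. AlphaScreen streptavidin donor/nickel chelate acceptor beads (10 ug/mL final), 30 min dark, luminescence read.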
# ALOX12 inh: ALOX12 (human) lipoxygenase inhibition. AID 1671190. Potency, µM (top dose mostly 108 µM), inactives show at the top dose activity change, negative = inhibition, most hits filed as inhibitors. 580,000 tested, 1.1% active. purified 12hLO, xylenol orange hydroperoxide absorbance; further: on the % scale 0 is the no-effect control and ±100 the full control effect
# Target sequence (P18054 whole entry, looked up): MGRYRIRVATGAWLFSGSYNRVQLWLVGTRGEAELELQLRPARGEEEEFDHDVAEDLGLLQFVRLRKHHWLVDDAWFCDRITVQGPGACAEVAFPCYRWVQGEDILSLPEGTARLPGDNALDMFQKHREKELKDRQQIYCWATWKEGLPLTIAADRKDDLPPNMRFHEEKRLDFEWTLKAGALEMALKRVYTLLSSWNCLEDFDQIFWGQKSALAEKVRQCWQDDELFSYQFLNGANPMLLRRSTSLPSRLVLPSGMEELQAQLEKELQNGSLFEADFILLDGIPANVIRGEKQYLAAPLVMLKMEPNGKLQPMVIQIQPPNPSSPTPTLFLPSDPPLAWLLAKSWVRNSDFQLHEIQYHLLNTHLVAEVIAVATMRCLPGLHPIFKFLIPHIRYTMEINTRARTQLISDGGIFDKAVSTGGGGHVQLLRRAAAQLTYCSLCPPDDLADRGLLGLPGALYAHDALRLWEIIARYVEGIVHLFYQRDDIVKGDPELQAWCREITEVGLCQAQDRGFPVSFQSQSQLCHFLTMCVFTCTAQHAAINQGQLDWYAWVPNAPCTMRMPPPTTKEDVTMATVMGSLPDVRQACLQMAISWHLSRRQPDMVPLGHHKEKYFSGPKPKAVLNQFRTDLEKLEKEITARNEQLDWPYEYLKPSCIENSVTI
#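 Purified human 12hLO (150 nM final) in 25 mM Hepes, 0.01% Triton X-100, pH 7.0 was preincubated 15 min at room temperature with compound. Then 40 uM arachidonic acid was added, 30 min. Hydroperoxide was read by Fe-XO absorbance ratio 573/405 nm.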
# Tb PGK inh: inhibitors of T. brucei phosphoglycerate kinase. P07378. PGK/GAPDH coupled, Kinase-Glo luminescence, 60 min. Potency, µM (doses to about 57.5 µM), for inactives: at the top dose activity change, negative = inhibition, hits mostly inhibitors. 380,000 tested, 0.043% active. AID 602233; further: on the % scale 0 is the no-effect control and ±100 the full control effect; nearly all actives have a fitted effect of over 60% in size
#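 Luminescent ATP detection (Kinase-Glo Plus) follows a 60-minute room-temperature incubation, with wells lacking PGK as controls. Buffer: 100 mM TEA (pH 7.6), 5 mM MgCl2, 0.01% Tween-20. Coupling enzyme GAPDH (100 nM final) supplies unstable 1,3-BPG in-well.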
# JMJD2A Tudor: JMJD2A Tudor domain (human) inhibition; AlphaScreen JMJD2A-Tudor / H3K4me3 peptide binding; 390,000 tested, 4.4% active; Potency, µM (top dose mostly 114 µM), for inactives: at the top dose activity change, negative = inhibition, actives largely listed as inhibitors; O75164; further: on the % scale 0 is the no-effect control and ±100 the full control effect; nearly all actives have a fitted effect of over 50% in size
# Numbers without * were called inactive; i = inactive; ? = inconclusive; · = not tested or not shown; & = joins results of further samples; [ ] = remark or other dose. Unless noted, the call rests on the fitted dose curve; in most records, active means well fitted curve in the direction sought with a large enough effect; inconclusive means small, poorly fitted or top-dose-only effect, or another doubt; inactive means no such curve, though single readings can be large; an effect the other way counts as inactive or inconclusive. Potency means the concentration at half of the fitted maximal effect. This is a subset. The share of hits here may be higher or lower than overall.
SMILES,GLS inhibitor,RGS4 inhibitor,Pin1 inh,TrxR1 inh,ERG Ets-DNA blk,HP1b binding inh,ALOX12 inh,Tb PGK inh,JMJD2A Tudor
CCOc1ccc(-c2ncncc2-c2ccc(OC)c(OC)c2)c(O)c1,8%,17%,1%,13%,-4%,13%,-7%,-3%,-28%
Cc1ccc(C)c(/C(O)=C2\C(=O)C(=O)N(CCCn3ccnc3)C2c2cccnc2)c1 (stereo not given),2%,6%,-12%,-18%,0%,21%,?,-5%,56µM*
CN(CC(=O)NCCN1CCOCC1)S(=O)(=O)c1ccc(Cl)cc1,0%,2%,3%,3%,9%,25%,5%,-1%,-6%
CSc1cccc(NC(=O)c2cccc(N3CCCS3(=O)=O)c2)c1,0%,9%,?,14%[57.1 µM],0%,30%,1%,9%,-17%
CC(C)C[C@H](NC(=O)OC(C)(C)C)c1n[nH]c(=S)n1N,1%,-17%,3%,20%,-19%,27%,21%,-5%,4%
O=C(O)C(NC(=O)c1ccccc1)=C(Cl)Cl,-1%,-3%,-3%,-15%,-3%,24%,-2%,4%,-28%
O=C(CCC(=O)Nc1ccccc1)N/N=C/c1cccnc1,-1%,-16%,1%,-8%,8%,36%,2%,-2%,12%
COc1ccc(C(=O)NCC(=O)OCC(=O)N2CCN(S(=O)(=O)c3ccccc3)CC2)cc1,2%,27%,-1%,-5%,-11%,37%,-7%,-4%,-6%[57.1 µM]
O=c1cc(CSc2n[nH]c(-c3ccccc3)n2)[nH]c2ccccc12,-1%,-1%,1%,-4%[57.1 µM],4%,19%[57 µM],-26%,i,-23%
Oc1cccc(C(Nc2nccs2)c2ccc3cccnc3c2O)c1 (stereo not given),0%,-28%,-6%,?,2%,?,?,1%,32µM*
CCOc1ccc(NC(=O)CN(C)C(=O)c2nc3nc(C)cc(C)n3n2)cc1OCC,0%,14%,2%,5%,8%,43%[activator],132%[activator],1%,-7%
CC(C)c1ccc(NC(=O)c2cc(S(=O)(=O)NCCc3ccccc3)ccc2F)cc1,-8%,25%,-12%,16%[57.1 µM],4%,30%,-2%,8%,-24%

# An excerpt from above with just Tb PGK inh and Pin1 inh:
compound	Tb PGK inh	Pin1 inh
CSc1cccc(NC(=O)c2cccc(N3CCCS3(=O)=O)c2)c1	9%	?
Cc1ccc(C)c(/C(O)=C2\C(=O)C(=O)N(CCCn3ccnc3)C2c2cccnc2)c1 (stereo not given)	-5%	-12%

# (cont.)
SMILES,GLS inhibitor,RGS4 inhibitor,Pin1 inh,TrxR1 inh,ERG Ets-DNA blk,HP1b binding inh,ALOX12 inh,Tb PGK inh,JMJD2A Tudor
O=C(NC12CC3CC(CC(C3)C1)C2)c1ccc(S(=O)(=O)N2CCOCC2)cc1,-2%,-8%,7%,14%[57.1 µM],-12%,24%,?,-3%,5%
c1ccc(CC2CCN(c3nnnn3-c3ccccc3)CC2)cc1,-1%,13%[11.4 µM],-5%,-27%[57.1 µM],16%,20%,-19%,-6%,-2%[11.4 µM]
CC(=O)Nc1ccc(S(=O)(=O)N2CCN(c3nc(C)cc(C)n3)CC2)cc1,0%,4%,-5%,16%,-14%,23%,-21%,i,-19%
Cc1ccc(NC(=O)CN2C(=O)NC(C)(CCc3ccccc3)C2=O)cc1 (stereo not given),-3%,27%,0%,2%[57.1 µM],-4%,9%,-17%,4%,-18%
CC(C)(CNC(=O)CNC(=O)C1CCCCC1)N1CCOCC1,-12%,-4%,-4%,23%,8%,34%,?,i,-5%
O=C(N/N=C/c1ccco1)c1ccc2nc[nH]c2c1,10%,-23%,-2%,5%[11.4 µM],1%,11%,28%,-1%,-18%
CCOc1ccc(CCNS(=O)(=O)c2cccc3nsnc23)cc1OCC,2%,-20%,2%,16%[57.1 µM],7%,22%,0%,0%,-20%
O=C(O)c1cc(NCc2ccccc2)ccc1N1CCOCC1,-18%,3%,-7%,2%,-9%,20%,432%[activator],-5%,-5%
Cc1cccc(C)c1NC(=O)C(c1ccccc1)N1CCC2(CC1)OCCO2 (stereo not given),5%,21%,-8%,21%[57.1 µM],-3%,14%,0%,-3%,-1%
CN(C(=O)COC(=O)Cn1c(C(F)(F)F)nc2ccccc21)c1c(N)n(Cc2ccccc2)c(=O)[nH]c1=O,0%,20%,0%,8%,9%,18%,-7%,-3%,-1%
CCCSC1=C(C#N)C(c2ccc(OC)cc2)C2=C(CC(C)(C)CC2=O)N1 (stereo not given),12%,-4%,3%,5%,-17%,39%,-25%,0%,2%
CC(=O)c1cccc(NC(=O)C2CCN(S(=O)(=O)c3cccs3)CC2)c1,-7%,4%[11.4 µM],-1%,12%[57.1 µM],-6%,35%,0%,i,17%[57.1 µM]
Cc1ccc(NC(=O)CN(C)C(=O)C(C)N2CCN(Cc3ccccc3C)CC2)cc1 (stereo not given),4%,-3%,-8%,8%,·,20%,20%,8%,-4%
Cc1nnc(SCc2cc(=O)oc3cc(O)ccc23)n1Cc1ccccc1,-1%,-10%,?,-18%,12%,34%,-25%,-7%,2%
COc1ccc(C(C(=O)NCC2CCCO2)N(C(=O)CNC(=O)c2cccs2)c2ccccc2)cc1OC (stereo not given),1%,3%,-11%,-6%,-2%,-14%,2%,-6%,-11%
COC(=O)c1c(NC(=O)CN2CCC(C(N)=O)CC2)c2c(C)cccc2n1C,16%,1%,-2%,21%[57.1 µM],-5%,9%,0%,-7%,0%
COc1ccc(-n2c(=O)c3c(c4cc(OC)ccc4n3C)n(Cc3c(F)cccc3Cl)c2=O)cc1,-6%,7%,-2%,15%,-3%,39%,0%,-1%,-11%
C/C=C\C(=O)Nc1cccc(C2=NOC3(C2)C[C@@H](C(N)=O)N(C(=O)CCCCC)C3)c1 (stereo not given in full),-5%,-14%,1%,14%[57.1 µM],-13%,40%[activator],-3%,-5%,5%
COc1ccc(C)cc1-n1c(-c2ccc(Cl)cc2)cc2c1CC(C)(C)CC2=O,-2%,1%,-7%,27%,1%,-13%,?,-1%,?
O=C(O)c1cnc(-c2ccccc2)nc1Sc1ccc(Cl)cc1,-2%,5%,-13%,-10%,-2%,8%,2%,-4%,-28%
CCNc1nc2c(c(=O)n(C)c(=O)n2C)n1CC(O)COc1ccccc1 (stereo not given),-10%,8%,-2%,21%,0%,4%,-4%,i,-23%
COc1ccc(C(=O)Nc2cc(OC)c(Cl)cc2Cl)cc1,5%,-38%,0%,20%[57.1 µM],13%,44%,-39%,-1%,6%
CCC(C)Sc1nnc(NC(=O)C2CCN(C(=O)c3ccco3)CC2)s1 (stereo not given),0%,29%,-1%,8%[57.1 µM],-2%,6%,?,-5%,-5%
O=c1c2ccccc2[nH]c(=S)n1CCN1CCCC1,9%,5%,0%,-9%,-7%,13%,-7%,4%,-28%
O=C(N[C@@H](c1ccccc1)[C@@H]1C[C@H]1C(=O)NCc1ccccn1)OCc1ccccc1,5%,16%,1%,7%,-4%,18%,16%,-2%,-15%
C=CCSC1=Nc2sccc2C2=NC(=O)CN12,9%,?,23%,3%[57.1 µM],6%,17%,?,i,-13%
O=C1NC2(CCCC2)C(=O)N1CCS(=O)(=O)Oc1ccccc1,0%,7%,4%,5%[57.1 µM],-2%,31%,-4%,0%,-2%
Cc1nn(CC(=O)N2N=C(C(F)F)CC2(O)C(F)F)c(C)c1[N+](=O)[O-] (stereo not given),-10%,-5%,2%,5%,-2%,31%,22%,-2%,-4%
c1ccc(-c2nc3ccccc3s2)nc1,1%&-16%,13%&-15%,-15%&0%,-3%&6%,-4%&-2%,35%&59%[activator],0%,-9%&-14%,2%&21%
COc1cc(C(=O)NCC2CCCCC2)cc(OC)c1OC,1%,-8%,-11%,10%,16%,-4%,?,i,-14%
C[C@H](CO)N1C[C@H](C)[C@@H](CN(C)C(=O)Nc2ccc3c(c2)OCO3)Oc2ccc(NS(=O)(=O)c3ccc(F)cc3)cc2C1=O,8%,-5%,-3%,-2%,-2%,22%,-8%,4%,-19%
O=C(Nc1ccc2c(c1)OCO2)c1ccc2c(c1)OCO2,-4%,-17%,0%,-4%,1%,12%,0%,-24%,-16%
CC(C)[C@@H](C(=O)N1CCCC1)N1C(=O)N2CCc3c([nH]c4ccccc34)[C@@]2(C)C1=O,5%,25%,-1%,9%[57.1 µM],9%,14%,-6%,-2%,-29%
CC12COC3(P(=O)(c4ccccc4)c4ccccc4)CC1CCC23CP(=O)(c1ccccc1)c1ccccc1 (stereo not given),-2%,3%,1%,19%,9%,9%,-16%,-6%,-23%
Cn1c(=O)c2c(SCC(=O)N3CCCc4ccccc43)nc(CC(C)(C)C)nc2n(C)c1=O,-2%,5%,-2%,13%[57.1 µM],-2%,33%,·,-4%,-9%
CCc1ccc(OCC(=O)Nc2cc3oc4ccccc4c3cc2OC)cc1,8%,-3%,4%,11%,-13%,10%,-10%,0%,-7%

# Some of these compounds in order of the ALOX12 inh value, falling.
SMILES	ALOX12 inh
Cc1nn(CC(=O)N2N=C(C(F)F)CC2(O)C(F)F)c(C)c1[N+](=O)[O-] (stereo not given)	22%
O=C(Nc1ccc2c(c1)OCO2)c1ccc2c(c1)OCO2	0%
O=C1NC2(CCCC2)C(=O)N1CCS(=O)(=O)Oc1ccccc1	-4%
CC12COC3(P(=O)(c4ccccc4)c4ccccc4)CC1CCC23CP(=O)(c1ccccc1)c1ccccc1 (stereo not given)	-16%
